CatL inh – blocks human cathepsin L protease activity. P07711. purified cathepsin L, fluorogenic substrate, fluorescence. inhibition, %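 (tested at 10 µM)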. 58,000 tested, 0.17% active. AID 460; in the data active = inhibition above about 45%;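 note: 0% = enzyme with no compound and 100% = no enzyme blank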
Target sequence (P07711 114-288 limits assumed): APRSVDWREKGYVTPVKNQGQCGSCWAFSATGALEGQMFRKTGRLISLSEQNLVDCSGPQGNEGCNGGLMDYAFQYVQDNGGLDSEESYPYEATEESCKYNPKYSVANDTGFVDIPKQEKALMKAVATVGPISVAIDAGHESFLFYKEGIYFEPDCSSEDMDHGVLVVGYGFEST
Target sequence (P07711 292-333 limits assumed): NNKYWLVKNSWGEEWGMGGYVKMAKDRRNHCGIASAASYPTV
Cathepsin G inh – blocks human cathepsin G enzyme activity; P08311; inhibition, % at 5 µM (by protocol); purified enzyme, AMC-tetrapeptide fluorescence, pooled mixtures; AID 581; 62,000 tested, 0.2% active;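 active = inhibition above 20% in each of the two mixture wells holding the compound; inactive = inhibition of 20% or less in either well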;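 note: 0% = enzyme control without mixture and 100% = blank lacking enzyme; strong numbers were not always called active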
Target sequence (P08311 21-244 limits assumed): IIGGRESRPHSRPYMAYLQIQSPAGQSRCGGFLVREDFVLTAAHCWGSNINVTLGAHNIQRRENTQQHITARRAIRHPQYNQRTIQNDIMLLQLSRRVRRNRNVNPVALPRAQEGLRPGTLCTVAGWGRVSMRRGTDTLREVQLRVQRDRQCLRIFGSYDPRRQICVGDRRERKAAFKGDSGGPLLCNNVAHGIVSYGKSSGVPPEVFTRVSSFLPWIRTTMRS
CatS inh – blocks human cathepsin S protease activity; AID 501; recombinant cathepsin S, AMC dipeptide fluorescence, pooled mixtures; 62,000 tested, 0.06% active; inhibition, %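 (tested at 5 µM per compound within 10-compound mixtures)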; P25774; in the data active = inhibition above about 32%, passing the limit was not always enough;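 note: 0% = enzyme without compound and 100% = blank without enzyme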
Target sequence (P25774 115-331 limits assumed): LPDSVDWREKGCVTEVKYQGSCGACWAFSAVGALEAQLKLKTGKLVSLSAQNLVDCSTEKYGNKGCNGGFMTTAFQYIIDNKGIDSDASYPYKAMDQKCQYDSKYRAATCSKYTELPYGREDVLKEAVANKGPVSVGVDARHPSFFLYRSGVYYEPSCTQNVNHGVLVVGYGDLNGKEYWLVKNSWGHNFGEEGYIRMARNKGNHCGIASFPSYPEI
C1s inh – blocks human complement C1s protease activity; P09871; purified C1s, fluorogenic AMC substrate, pooled mixtures; mean inhibition % of two 10-compound mixtures (stronger effect = higher value), % at 5 µM (by protocol); 62,000 tested, 0.16% active;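 active = inhibition above 20% in each of the two 10-compound mixture wells holding the compound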;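 note: 0% = enzyme wells lacking compound mixture and 100% = no-enzyme blank wells; some compounds called inactive have numbers as strong as hits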
CatB mix inh – inhibitors of human cathepsin B in compound mixtures | Purified cathepsin B, AMC dipeptide fluorescence | P07858 | 62,000 tested, 0.06% active | inhibition, %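 (ten-compound pools at 5 µM per compound and 50 µM total)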; in the data active = inhibition above about 22%, passing the limit was not always enough;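 note: 0% = enzyme without compound and 100% = no enzyme blank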
FXIIa mix inh – blocks human factor XIIa in pooled compound mixtures | P00748 | purified FXIIa, fluorogenic substrate | inhibition, % at 5 µM | 62,000 tested, 0.2% active | AID 684;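 note: 0% = enzyme without compound and 100% = no enzyme blank; some results filed as inactive read as strong as hits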
AP complement – alternative pathway complement inhibition, orthogonal assay; Human serum alternative complement pathway, LPS-coated ELISA, C3 deposition; tested in compound mixtures; inhibition, % at 5 µM; 62,000 tested, 0.08% active; AID 1235;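 active = inhibition above 30% in each of the two pooled mixtures holding the compound, so the lower value exceeds 30%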;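 note: 0% = serum in Mg-EGTA without compound and 100% = EDTA serum blank; some compounds past the cut are filed as inactive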
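Test system: human serum complement alternative pathway, C3 deposition onto LPS / Medium: Mg2+-EGTA GVB++ buffer containing human serum at 1:15 dilution / Probe or stimulus: Plate-bound LPS / Times: 1 h at 37 °C / Signal: ELISA with HRP anti-human C3 antibody, TMB substrate, absorbance 450 nm / Measure: percent inhibition / Repeats: two pool placements per compound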
FXIa inh mix – blocks human factor XIa in pooled compound mixtures. purified FXIa, fluorogenic substrate. inhibition, % at 5 µM. 62,000 tested, 0.19% active. AID 680;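 note: each value is inhibition by a whole ten-compound pool holding the compound; 0% = enzyme with no mixture and 100% = wells lacking enzyme; strong numbers were not always called active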
CatB block – human cathepsin B inhibition | P07858 | purified cathepsin B, fluorogenic substrate, fluorescence | inhibition, %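 (tested at 10 µM)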 | 63,000 tested, 0.1% active | AID 453; in the data active = inhibition above about 21%;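 note: 0% = enzyme with no compound and 100% = no enzyme blank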
Active calls of the source: *; . = no result given. Cut-off read from the data, not from the text of the source, unless noted: active = inhibition above about 20% (passing the limit was not always enough); inactive = the rest. This is a subset; the hit share may differ from the screen's.

SMILES	CatL inh	Cathepsin G inh	CatS inh	C1s inh	CatB mix inh	FXIIa mix inh	AP complement	FXIa inh mix	CatB block
CCOC(=O)c1ccc(CNC(=O)c2n[nH]c(=O)c3ccccc23)o1	0	8	1	17	4	-16	22	11	3
Cc1cccc(NC(=O)c2snc3c(=O)[nH]cnc23)c1	-7	9	-4	13	6	1	32	3	4
O=C(Nc1ccc(-c2noc(-c3cccs3)n2)cc1)c1cccnc1	-15	-13	0	-7	4	5	0	2	2
COc1ccccc1NC(=O)C1=C(C)Nc2nc(CCCO)nn2C1c1cccnc1 (centres undefined)	2	2	8	-38	-10	-2	-7	-18	3
Cc1ccc(S(=O)(=O)/N=C(\CN2CCOCC2)N2CCCC2)cc1	.	5	-19	11	-2	8	2	5	3
Cn1c(SCC(=O)NCc2ccco2)nnc1-c1ccc(S(=O)(=O)N2CCOCC2)cc1	-1	-14	-3	-21	-1	9	-27	-2	0
O=C(c1ccccc1)N1CCCCC(Sc2nnc3ccccn23)C1=O (centres undefined)	18	9	15	11	3	6	3	2	6
CCOC(=O)Cc1csc(NC(=O)CSc2nnc(C(C)C)n2C)n1	19	-4	5	-25	6	4	11	8	-5
Cc1ccccc1-c1ccc(C=Nc2c(C)n(C)n(-c3ccccc3)c2=O)o1	1	1	2	7	1	5	3	6	2
Cn1cc(CNC(=O)COc2ccc(Cl)cc2Cl)cn1	3	10	-4	8	1	10	17	7	-2
CCOC(=O)c1nnn(-c2nonc2OC)c1-c1ccccc1	12	-2	-10	0	-2	7	-2	7	-2
Cn1nnnc1SCc1nc2ccccc2s1	5	9	3	-4	-4	-13	7	-4	0
O=C(NCCN1CCOCC1)Nc1ccc(Cl)cc1Cl	-2	4	14	-2	-2	-18	5	12	0
COc1ccc(C2=[N+]([O-])C(C)(C)N(O)C2(C)C)cc1	7	0	18	-7	4	6	0	6	7
O=C(Nc1ccc(Cl)cc1C(=O)Nc1ccccn1)c1ccco1	0	-5	0	-19	-2	-2	11	13	-3
O=C(CSc1nc2c(c(C(F)(F)F)n1)CCc1ccccc1-2)NCc1ccco1	-1	12	3	16	7	-1	19	3	0
COc1cccc(-c2ccc(-c3noc(-c4ccccc4F)n3)c(OC)n2)c1	-13	1	-3	4	-1	1	19	8	4
c1ccc(CSc2ncccn2)cc1	-5	-2	1	3	1	4	-1	0	-4
CCOc1ccc(CN2CCN(S(=O)(=O)c3ccc(NC(C)=O)cc3)CC2)cc1OC	5	11	-2	16	5	-1	5	1	4
Cc1ccc2c(c1)c1c(n2CC(O)Cn2c(C)nc3ccccc32)C(=O)CCC1 (centres undefined)	.	32	-3	0	1	3	10	8	3
CCc1ccc(NC(=O)CSc2nnc(-c3cnccn3)n2Cc2ccco2)cc1	12	1	-12	0	-1	0	13	6	1
O=C(COc1ccc(F)cc1Br)N1CCc2ccccc21	-5	10	-12	-5	5	2	14	1	2
O=C(O)C1C2C=CC(C3CC23)C1C(=O)O (centres undefined)	19	-1	3	-5	-1	6	3	-5	1
O=C(CCCOc1ccccc1)Nc1nncs1	6	4	-12	-33	-3	-35	13	-8	2
Cc1nc2nc(-c3cccs3)cn2nc1C	-269	7	-5	-5	1	1	6	6	1
COc1ccc(-c2nnn(CC(=O)c3ccccc3)n2)cc1OC	1	1	11	-3	-2	3	3	18	3
Cc1n[nH]c(C)c1N1C(=O)c2cccc3c(N4CCCCCC4)ccc(c23)C1=O	-4	-5	1	-42	0	1	-4	-3	4
Cc1nc2sccn2c1-c1nc(C2CC2)c(C(=O)c2ccc3c(c2)NC(=O)CO3)s1	-15	2	13	-3	1	1	3	8	2
O=C(CCN1C(=O)C2C3C=CC(C3)C2C1=O)Nc1c(F)cccc1F (centres undefined)	13	-13	5	-48	1	3	-15	2	2
CN(CC(=O)Nc1ccc(Cl)cc1)S(=O)(=O)c1cccc2cccnc12	.	10	-1	9	4	3	14	6	-1
CCOC(=O)c1[nH]c2ccccc2c1NC(=O)CC(C)(C)C	-9	0	-2	2	1	2	6	10	0
CCOc1ccc(Nc2nc(Cc3nnc(SCC(=O)O)o3)cs2)cc1	2	-1	-1	1	4	10	18	5	-3
COC(=O)c1ccc(NC(=O)C(C)N2C(=O)c3ccccc3C2=O)cc1 (centres undefined)	9	7	-3	19	2	-18	6	10	5
O=C(COc1ccc(-c2nnco2)cc1)NC1CCCc2ccccc21 (centres undefined)	-2	12	13	15	4	12	12	4	3
O=C1COc2ccc(C(=O)COC(=O)Cn3cnc4ccccc43)cc2N1	-7	3	-9	-37	-6	7	7	-3	0
N=c1ccn(Cc2cccc(Cl)c2)cc1	21	-1	5	-7	-6	14	-4	-2	-1
COC(=O)c1cc(=O)nc2sc(-c3cccs3)nn12	-3	2	4	3	7	13	17	7	-4
O=C(NCc1cccnc1)c1ccc2c(c1)OCO2	6	-14	16	-42	7	10	-5	-1	2
CSc1nc(C)cc(-n2cc(F)c(=O)[nH]c2=O)n1	3	-3	-13	-96	-1	8	13	-9	0
O=C(CN1CCOCC1)n1c2ccccc2c2ccccc21	11	10	13	17	6	10	1	8	3
Cc1ccc2oc(=O)cc(CN3CCC(C)CC3)c2c1	-8	6	1	7	-3	4	10	10	-4
Cc1cc2oc3c(c(=O)c2cc1C)C(c1ccc(F)cc1)N(CCCN1CCOCC1)C3=O (centres undefined)	.	7	12	-5	4	5	9	4	5
Cc1ccc(C(=O)C2=C(O)C(=O)N(c3ncccn3)C2c2cccc(Cl)c2)o1 (centres undefined)	9	54	5	15	2	4	12	22	0
CCn1c(SCC(=O)N2CCCCC2)nnc1-c1ccc(S(=O)(=O)N2CCN(C)CC2)cc1	-5	-7	1	-8	-1	8	-15	1	1
CCn1cc(C(=O)N2CCOCC2)c(=O)c2cc(S(=O)(=O)N(C)C)ccc21	.	3	5	4	-4	3	9	-2	1
COc1ccc(NC(=O)CCNC(=O)Cn2cnc3ccccc3c2=O)c(OC)c1	-6	2	-7	-33	2	9	20	-2	1
COc1ccc(C(=O)N2CCCC(c3nc(-c4cccs4)no3)C2)cc1 (centres undefined)	16	1	3	0	5	8	8	5	-2
COCCOC(=O)c1[nH]c2c(c1C)C(=O)CC(c1ccc(N(C)C)cc1)C2 (centres undefined)	5	-4	6	-9	5	12	-6	1	5
O=C(COc1cccc(C(F)(F)F)c1)Nc1ccc(S(=O)(=O)N2CCCC2)cc1	-1	13	1	1	2	0	2	15	-2
Cc1ccccc1CSc1nc2c(c(=O)[nH]1)CCC2	.	-8	-3	-36	-6	8	-2	2	1
O=C(c1ccc(S(=O)(=O)N2CCCC2)cc1)N1CCN(Cc2ccc3c(c2)OCO3)CC1	-16	-7	-10	-38	-1	1	15	3	-6
COc1ccc(NC(=O)Nc2nnc(N3CCC(C)CC3)s2)cc1OC	-5	8	-5	13	3	9	16	6	2
COc1ccc(Br)cc1C(=O)Nc1cccc(-c2nnc(-c3ccco3)o2)c1	13	8	2	12	0	-16	14	6	3
COc1ccc2cc(CCNC(=O)C(C)(C)C)c(=O)[nH]c2c1	19	-9	13	-40	6	3	0	5	15
CCOC(=O)c1sc2ncnc(NCC(c3cccs3)N(C)C)c2c1C (centres undefined)	13	-2	12	-9	1	8	6	1	0
Cc1cc(Nc2cccc(Cl)c2)n2ncnc2n1	.	1	-2	9	7	10	15	4	-1
O=C(NCCCN1CCN(c2ccccc2F)CC1)Nc1ccc(F)cc1	9	2	18	3	-2	-8	-7	5	4
CCN1CCCC1CNC(=O)Cn1cccc1C(=O)c1ccccc1 (centres undefined)	3	-2	5	-3	2	-2	3	6	2
CCOc1cc(CN2CCCCC2)ccc1OC	13	-13	27	-97	-7	8	10	1	1
Cn1c(SCC(N)=O)nnc1C1CCN(S(=O)(=O)c2ccccc2C(F)(F)F)CC1	-1	3	-4	-2	-3	-1	8	8	-2

(listing goes on)
SMILES	CatL inh	Cathepsin G inh	CatS inh	C1s inh	CatB mix inh	FXIIa mix inh	AP complement	FXIa inh mix	CatB block
O=C(CCCCn1c(=O)c2ccccc2n(CC(=O)NC2CCCC2)c1=O)NC1CCCC1	14	0	19	3	7	-14	12	5	-3
CCOC(=O)c1ccc(N=c2sc(C(=O)OC)cc(=O)n2C2CC2)cc1	19	-1	-8	-2	-1	-12	11	2	-8
CC(C(=O)Nc1sccc1C(N)=O)N1C(=O)C2CC=CCC2C1=O (centres undefined)	17	11	7	18	4	5	9	3	3
O=C(NC1CC1)C1C2C3C4CC5C3C5C4C12 (centres undefined)	-1	5	14	3	-1	4	2	12	1
CC1=Nn2c(nnc2-c2ccccn2)SC1	8	14	17	-22	3	2	-3	-3	3
O=C(O)CCCNC1=NCCC1	-1	-5	-2	-2	2	7	6	4	3
COc1ccc(Nc2nc(Nc3ccc(OC)cc3)nc(-n3[nH]c(=O)c(C)c3C)n2)cc1	18	11	-8	-1	-5	-11	6	11	2
COCCn1nnnc1C(c1cc2cc(C)cc(C)c2[nH]c1=O)N1CCN(c2ccccc2F)CC1 (centres undefined)	1	9	-10	-4	9	3	5	2	7
Cn1c(=O)cc(SCC(=O)NCCCN2CCOCC2)c2ccccc21	7	6	-1	11	3	21	14	8	4
Cc1cc(C)c(NC(=O)CSc2nnc(-c3ccncc3)n2Cc2ccco2)c(C)c1	-9	8	0	10	4	-17	14	8	0
O=C1c2[nH]nc(-c3ccccc3O)c2C(c2cccc(Cl)c2)N1CC1CCCO1 (centres undefined)	-5	4	-3	-29	4	-1	5	-2	4
O=C(O)COc1ccc(S(=O)(=O)c2ccc(OCC(=O)O)cc2)cc1	17	-1	3	-1	-1	13	9	4	1
Cc1cc(NC(=O)CSc2ncn(-c3ccccc3)n2)no1	5	8	-2	-22	5	-6	2	-4	3
Cc1ccc(N(Cc2ccco2)C(=O)c2cccc(S(=O)(=O)N(C)C)c2)cc1	11	5	1	13	3	-18	16	7	2
C=CCn1c(=O)c(C(=O)Nc2ccccc2O)c(O)c2ccccc21	2	-11	1	-26	-6	4	-5	-2	0
CCn1cc(S(=O)(=O)CC(=O)Nc2ccc3c(c2)OCCO3)c2ccccc21	8	-12	-15	-99	-6	3	-2	-18	-3
O=C(O)CC1C(=O)NCCN1Cc1ccc(F)c(F)c1 (centres undefined)	.	-1	-3	2	2	6	11	12	3
COc1ccccc1CNc1nc2nc(C)cc(=O)n2[nH]1	-3	9	14	3	3	10	5	3	1
COc1ccc(N2CCN(S(=O)(=O)c3cccc(C(F)(F)F)c3)CC2)cc1	10	13	1	15	4	3	-7	0	1
Cc1ccc(Cn2ccc(NC(=O)c3nc4ncccn4n3)n2)cc1	3	-7	-5	-24	2	8	-1	6	3
CCC(Sc1nc2ccccc2c(=O)n1CC1CCCO1)C(=O)NCc1cccnc1 (centres undefined)	-5	10	-6	16	12	1	23	8	-1

Bioassay records deposited in PubChem BioAssay by PCMD.
